# BL2 CD40 inh – CD40 pathway inhibition in BL2 cells | BL2 NF-kB luciferase reporter, CD40L-induced, 4 h | AID 1053188 | 0.94% of 83,000 active | inhibition, % at 10 µM;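 active means mean inhibition of at least 50% with a set share of replicates also reaching that level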;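 further: 0% = neutral control wells and 100% = IKK inhibitor VII at 50 µM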
# Active calls of the source: *; & = joins results of further samples; [ ] = another dose, or the depositor's remark. Only part of the results is shown, so the mix of outcomes need not match the whole.
O=C(NCCc1c[nH]c2ccccc12)c1cccnc1
  BL2 CD40 inh: -20.2

CC(C)C1C(=O)N(S(C)(=O)=O)[C@@H]2CCN(C(=O)/C=C/CN3CCCCC3)[C@@H]12 (some centres undefined)
  BL2 CD40 inh: -4.8[25 µM]

Cc1nc2ccccn2c(=O)c1CCN1CCC(C(=O)c2ccc(F)cc2)CC1
  BL2 CD40 inh: 4.6&-30.8

CCOc1ccccc1C(N)=O
  BL2 CD40 inh: 26.4

C1CCC(C(CC2CCCCN2)C2CCCCC2)CC1 (centres undefined)
  BL2 CD40 inh: 77.7*

C[C@@H](N)C1CCC(C(=O)Nc2ccncc2)CC1 (some centres undefined)
  BL2 CD40 inh: -4.4[25 µM]

c1ccc(CC2=NCCN2)cc1
  BL2 CD40 inh: -9.5

COc1ccc(S(=O)(=O)N2c3ccc(Cl)cc3[C@](O)(c3ccccc3Cl)[C@@H]2C(=O)N2CCC[C@H]2C(N)=O)cc1OC
  BL2 CD40 inh: 1.2[25 µM]

O=S(=O)(c1cccc2cnccc12)N1CCCNCC1
  BL2 CD40 inh: -6.1[25 µM]

c1ccc(CN(CC2=NCCN2)c2ccccc2)cc1
  BL2 CD40 inh: 11.8&-14.9

# Some of these compounds in order of their number in BL2 CD40 inh, largest number first:
molecule	BL2 CD40 inh
C1CCC(C(CC2CCCCN2)C2CCCCC2)CC1 (centres undefined)	77.7*
CCOc1ccccc1C(N)=O	26.4
c1ccc(CC2=NCCN2)cc1	-9.5
O=C(NCCc1c[nH]c2ccccc12)c1cccnc1	-20.2

# Continued.
CC[N+](C)(CC)CCOC(=O)C(O)(c1ccccc1)C1CCCCC1 (centres undefined)
  BL2 CD40 inh: 9.5

CCOc1ccc(C(=O)OCCN(CC)CC)cc1
  BL2 CD40 inh: -3.8

Cc1ccc(CN2CCN(Cc3cccc4nccnc34)CC2CCO)cc1 (centres undefined)
  BL2 CD40 inh: 1.5

CCCn1cnc2c1c(=O)n(CCCCC(C)=O)c(=O)n2C
  BL2 CD40 inh: 7.1

CCC(C)n1ncn(-c2ccc(N3CCN(c4ccc(OCC5COC(Cn6cncn6)(c6ccc(Cl)cc6Cl)O5)cc4)CC3)cc2)c1=O (centres undefined)
  BL2 CD40 inh: 10.9

OCCN1CCN(CCCN2c3ccccc3Sc3ccc(Cl)cc32)CC1
  BL2 CD40 inh: -78.4

Cc1c(NC(=O)c2cccnc2)c(=O)n(-c2ccccc2)n1C
  BL2 CD40 inh: 10.0

Cc1cc(Cn2cnc3c2CC(C(=O)O)N(C(=O)C(c2ccccc2)c2ccccc2)C3)ccc1N(C)C (centres undefined)
  BL2 CD40 inh: -15.7[25 µM]

COc1cc2ncnc(Nc3cccc(O)c3)c2cc1OC
  BL2 CD40 inh: 0.5[25 µM]

CN(C)CCOC(C)(c1ccccc1)c1ccccn1 (centres undefined)
  BL2 CD40 inh: 3.9

CC1COc2c(N3CCN(C)CC3)c(F)cc3c(=O)c(C(=O)O)cn1c23 (centres undefined)
  BL2 CD40 inh: 17.9

Cc1cc(-c2ccccc2)nnc1NCCN1CCOCC1
  BL2 CD40 inh: -9.5

O=C(CCN1CCC(c2ccccc2)C1)c1ccc2c(c1)OCCO2 (centres undefined)
  BL2 CD40 inh: 45.0*

CC12CCC(CC1)C(C)(C)O2
  BL2 CD40 inh: 8.4

COC(=O)c1ccc(O)cc1
  BL2 CD40 inh: 0.4

# Ordered by molar mass (low to high): 3 of the compounds above
COC(=O)c1ccc(O)cc1
  BL2 CD40 inh: 0.4

CC12CCC(CC1)C(C)(C)O2
  BL2 CD40 inh: 8.4

Cc1cc(-c2ccccc2)nnc1NCCN1CCOCC1
  BL2 CD40 inh: -9.5

# Screening results: PubChem BioAssay, Broad Institute
